FBW7 act = human FBW7 E3 ligase activation, primary screen; Q969H0; AlphaScreen FBW7–phospho-cyclin E peptide binding, activator screen; AID 1259310; actives 0.13% (n = 650,000); normalized activity (activation), % at 26.1 µM; in the data active means normalized activity above about 1.9%;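 further: purified mutant Fbw7 with reduced substrate affinity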
Target sequence (Q969H0 whole entry, looked up): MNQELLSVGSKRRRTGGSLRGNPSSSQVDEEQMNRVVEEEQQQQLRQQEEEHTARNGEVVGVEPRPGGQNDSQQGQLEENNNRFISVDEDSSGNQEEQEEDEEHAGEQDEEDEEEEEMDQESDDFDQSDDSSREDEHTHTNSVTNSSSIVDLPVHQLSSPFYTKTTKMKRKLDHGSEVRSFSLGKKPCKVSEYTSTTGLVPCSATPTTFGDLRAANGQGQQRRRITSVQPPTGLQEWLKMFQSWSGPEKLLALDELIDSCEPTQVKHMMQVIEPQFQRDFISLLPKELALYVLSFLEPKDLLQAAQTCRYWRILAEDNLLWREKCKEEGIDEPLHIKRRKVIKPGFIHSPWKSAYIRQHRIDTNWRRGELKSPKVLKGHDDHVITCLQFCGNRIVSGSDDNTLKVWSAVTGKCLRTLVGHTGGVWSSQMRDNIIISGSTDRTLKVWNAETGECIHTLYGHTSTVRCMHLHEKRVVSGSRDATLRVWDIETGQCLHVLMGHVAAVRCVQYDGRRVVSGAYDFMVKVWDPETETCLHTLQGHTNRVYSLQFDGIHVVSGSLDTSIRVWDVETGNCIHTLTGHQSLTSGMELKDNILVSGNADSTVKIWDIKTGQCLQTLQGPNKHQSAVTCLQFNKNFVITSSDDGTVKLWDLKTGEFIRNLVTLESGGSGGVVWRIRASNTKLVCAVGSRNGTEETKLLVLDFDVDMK
GPR151 activ = activators of human GPR151; Q8TDV0; PathHunter beta-arrestin GPR151 cells, luminescence; actives 1% (n = 650,000); activation, % at 11.2 µM; in the data active means activation above about 4.9%;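 further: 0% = median of compound wells and 100% = cells with positive control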
Target sequence (Q8TDV0 whole entry, looked up): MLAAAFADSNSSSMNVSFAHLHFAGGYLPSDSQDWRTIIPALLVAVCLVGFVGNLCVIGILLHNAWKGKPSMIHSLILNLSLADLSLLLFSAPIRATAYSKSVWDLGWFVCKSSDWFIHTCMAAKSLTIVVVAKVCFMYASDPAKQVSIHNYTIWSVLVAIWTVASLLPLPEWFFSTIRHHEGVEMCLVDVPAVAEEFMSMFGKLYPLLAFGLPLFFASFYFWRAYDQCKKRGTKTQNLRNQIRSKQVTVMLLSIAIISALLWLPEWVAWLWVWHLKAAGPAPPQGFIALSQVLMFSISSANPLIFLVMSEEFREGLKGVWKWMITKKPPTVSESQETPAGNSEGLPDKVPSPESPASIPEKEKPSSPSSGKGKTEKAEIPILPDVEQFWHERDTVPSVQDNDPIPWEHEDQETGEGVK
MITF primary = inhibitors of human MITF. AlphaScreen MITF homodimerization, bead proximity signal. inhibition, % at 2.6 µM. actives 0.91% (n = 650,000); in the data active means inhibition above about 50%;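 further: 0% = vehicle wells with protein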
TEAD-YAP inh = TEAD-YAP interaction inhibition; HEK-TIYL cells, TEAD-Gal4/YAP UAS-luciferase luminescence; inhibition, % at 9.12 µM; actives 1.4% (n = 640,000); AID 1259422; in the data active means inhibition above about 32%;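 further: 0% = median of test compound wells and 100% = reference inhibitor wells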
* marks the source's active call; other numbers are inactive results; & = joins results of further samples.

Assay codes: A = FBW7 act; B = GPR151 activ; C = MITF primary; D = TEAD-YAP inh
c1cc2c(cc1CN1CCN(C3CCCCC3)CC1)OCO2
  A = 0.5; B = -0.1; C = 61*; D = -10
COc1ccccc1NC(=O)c1c(-c2c(Cl)cccc2Cl)noc1C
  A = 0.2; B = 1.8; C = 3; D = 9
COC(=O)c1c(N)sc(C(=O)Nc2ccccc2OC)c1C
  A = 0.6; B = -1.1; C = 10; D = -36
CCOCCn1cnc2sc(C(=O)N3CCN(c4ccccc4F)CC3)c(C)c2c1=O
  A = 0.3; B = 0.6; C = 27; D = 14
CC1=C(C(=O)Nc2ccc(Cl)cc2C(=O)N2CCC(C(N)=O)CC2)SCCO1
  A = -0.2; B = -0.9; C = -2; D = -7
CN1C(=O)C(C)(C)c2cc(S(=O)(=O)CCC(=O)NC3CCCC3)ccc21
  A = -0.1; B = 2.4; C = 3; D = 5
CC1=NN(C(=O)COc2ccc(Cl)cc2Cl)C(O)(C(F)(F)F)C1 (stereo not drawn)
  A = 0.6; B = -1.2; C = -14; D = 2
COc1ccc(-c2nc3ccccc3c(=O)n2OC(=O)c2ccc(F)cc2)cc1OC
  A = 0.5; B = -0.3; C = 8; D = -7
CCOc1ccc(C2=C(C)SC(/N=C/c3ccco3)=NN2)cc1
  A = -0.1; B = -1.4; C = 5; D = -50
COc1ccccc1N1CCCn2c1nc1c2c(=O)n(Cc2ccc(C)cc2)c(=O)n1C
  A = 0.1; B = -1.2; C = -1; D = -8
COCC1=C(C(=O)OC)C(c2ccsc2)C(C#N)=C(N)O1 (stereo not drawn)
  A = -0.1; B = -0.2; C = 6; D = -5
Cn1c(C(=O)Nc2cccnc2)cc2c(=O)n3ccccc3nc21
  A = 0.4; B = -1.4; C = 18; D = 16
COc1ccc(OC)c(/C=C/C(=O)Nc2cccc(Br)c2)c1
  A = 0.1; B = -0.4; C = -1; D = -3
Cc1noc(C)c1COc1ccc(C(=O)N2CCC(C(N)=O)CC2)cc1
  A = -0.1; B = -0.6; C = -13; D = 6
OC1(c2ccccc2)CSC(=Nc2cccnc2)N1CCCn1ccnc1 (stereo not drawn)
  A = 0.4; B = 0.7; C = 18; D = 43*
O=C1CSc2nnc(-c3cccc(Cl)c3)n2N1
  A = -0.2; B = -0.5; C = -16; D = -3
CC1CC(C)(C)NC(=S)N1CCC(=O)Nc1ccc(Br)cc1F (stereo not drawn)
  A = 0.3; B = 2.1; C = 9; D = -3
O=C(NCCO)/C(=C\c1ccc2c(c1)OCO2)NC(=O)c1ccc(Br)o1
  A = -0.3; B = -0.7; C = 10; D = 1
O=C1CCCN1CCCNc1nc(Nc2cccnc2)nc2c1ncn2-c1ccsc1
  A = 0.0; B = -0.2; C = -5; D = 47*
COc1ccc(CNC(=O)c2cc3nc(-c4ccc(Br)cc4)cc(C(F)(F)F)n3n2)cc1
  A = 0.4; B = 0.2; C = 9; D = 9
O=C(NCC(c1ccco1)S(=O)(=O)c1ccccc1)c1cccc(F)c1 (stereo not drawn)
  A = -0.1; B = -1.0; C = 11; D = 7
Cn1nc(-c2ccccc2)cc1C(=O)N1CCN(S(C)(=O)=O)CC1
  A = 0.0; B = 0.8; C = -3; D = 1
Cc1ccc(/C=C/C(=O)O)cc1S(=O)(=O)NCc1ccc2c(c1)OCO2
  A = -0.1; B = 2.4; C = 3; D = -4
O=C(CSc1nc(-c2ccccc2)cn1-c1cccc(Cl)c1)Nc1ccccc1
  A = 0.2; B = -0.4; C = 10; D = 6
O=C1NCCCC1C(=O)Nc1ccccc1C(F)(F)F (stereo not drawn)
  A = 0.0; B = 0.9; C = 18; D = 4
COc1ccc2cc(C(c3nnnn3C(C)(C)C)N3CCCC(C)C3)c(=O)[nH]c2c1 (stereo not drawn)
  A = 0.1; B = -0.4; C = 6; D = 8
COC(=O)Cn1c(=NC(=O)c2ccccc2[N+](=O)[O-])sc2cc(OC)ccc21
  A = 0.0; B = -0.3; C = -15; D = -9
CCOC(=O)N1CCN(C2CCC(C)C2)CC1 (stereo not drawn)
  A = 0.3; B = -0.6; C = 0; D = 1
COc1ccccc1CNc1ncnc2c1cnn2-c1ccccc1
  A = -0.1; B = 0.5; C = 2; D = -25
Cc1cc(C)nc(SCC(=O)c2ccc(O)c(O)c2)n1
  A = 0.0; B = 0.2; C = 20; D = 2
CCC(CO)NC(=O)C(=O)Nc1cccc(OC)c1 (stereo not drawn)
  A = -0.1; B = -3.1; C = -16; D = -24
O=C(Nc1nnc(-c2ccccc2)o1)NC12CC3CC(CC(C3)C1)C2
  A = -0.1; B = 2.5; C = 9; D = -6
CCOC(=O)c1ccccc1NC(=O)CN1CCCC1
  A = 0.1; B = -0.7; C = 0; D = 2
Cc1ccc(S(=O)(=O)N2CC(O)CC2C(N)=O)cc1 (stereo not drawn)
  A = 0.2; B = -0.4; C = 2; D = 5
O=C(CCCOc1ccc(Cl)cc1Cl)NO
  A = -0.1; B = -0.1; C = -21; D = -18
CC(=O)c1ccc(NC(=O)CSc2nnc3ccc(-c4ccncc4)nn23)cc1
  A = -0.1; B = 0.6; C = 1; D = 9
O=C(NCCCN1CCOCC1)c1cccc(-n2ncc3cc(Nc4ccc(F)cc4)ccc32)c1
  A = 0.4; B = -2.3; C = 15; D = 11
CC(=O)Nc1ccc(OCc2ccccc2Cl)cc1
  A = 0.1; B = -0.7; C = -7; D = 5
COC(=O)c1c(NC(=O)COc2ccc(Cl)cc2Br)sc2c1CCCC2
  A = 0.8; B = -1.3; C = 3; D = 0
O=S(=O)(NC1=NCCC1)c1cccc(NS(=O)(=O)c2ccc(F)c(Cl)c2)c1
  A = 0.0; B = 1.7; C = 1; D = 0
COc1cc(NC(=O)c2cccc(F)c2)c(OC)cc1NC(=O)/C=C/C(=O)O
  A = 0.1; B = -0.3; C = 15; D = 15
N#CCSc1cn(CC(=O)N2CCCCCC2)c2ccccc12
  A = -0.2; B = 0.7; C = 0; D = -3
CCOc1ccc(C(CC(=O)O)NC(=O)c2cccs2)cc1 (stereo not drawn)
  A = -0.1; B = 0.6; C = -2; D = -4
CCCCC1=NC2(CCCC2)C(=O)N1Cc1ccc(-c2ccccc2-c2nn[nH]n2)cc1
  A = 0.1&-0.2; B = 0.6&-0.8; C = 13&-19; D = -14&2
COc1ccc(C2=NN(C(=O)CSc3nnc(CNC(=O)Cc4ccccc4)n3C)C(c3ccc(C)cc3)C2)cc1 (stereo not drawn)
  A = 0.1; B = -0.7; C = 14; D = 12
O=C(Cn1nc2c3c4c(sc3ncn2c1=O)CCCC4)N1CCOCC1
  A = -0.4; B = 0.2; C = 14; D = 16
Cc1ccc(-c2csc(NC(=O)c3cccnc3)n2)cc1
  A = 0.3; B = -0.6; C = -7; D = -3
O=[N+]([O-])c1nn(-c2cccc(Cl)c2)n(O)c1=NCc1ccccc1Cl
  A = 0.0; B = 0.5; C = -5; D = -15
Cc1cccc(C)c1NC(=O)N1CCC(C(N)=O)(N2CCCCC2)CC1
  A = 0.1; B = 1.5; C = 11; D = -2
COc1ccc(/C(N)=N/OC(=O)c2cccc([N+](=O)[O-])c2)cc1OC
  A = 0.1; B = 0.9; C = 2; D = -1

Next compounds:
Assay codes: A = FBW7 act; B = GPR151 activ; C = MITF primary; D = TEAD-YAP inh
CN(C(=O)c1ccc(OC2CCN(Cc3ccccn3)CC2)cc1)C1CCOC1 (stereo not drawn)
  A = 0.5; B = 1.3; C = 6; D = 8
COc1ccc(C2C3=C(CC(C)(C)CC3=O)OC3=C2C(=O)CC(C)(C)C3)cc1Cn1nnc2ccccc21
  A = -0.4; B = 0.2; C = -8; D = -10
Cc1cc(C)cc(N(CC(=O)Nc2ccc(F)cc2)S(C)(=O)=O)c1
  A = 0.1; B = -1.9; C = 0; D = -8
COC(=O)c1cc(Br)ccc1S(=O)(=O)Nc1cccc(SC)c1
  A = -0.1; B = 0.0; C = 10; D = 5
COC1CCN(S(=O)(=O)CCN2C(=O)CCCC2=O)CC1
  A = 0.7; B = -1.4; C = 7; D = 0
Cc1ccc(NC(=O)Cn2cnc3sc(C(=O)Nc4ccc(F)cc4Cl)c(C)c3c2=O)cc1Cl
  A = -0.1; B = 0.1; C = 5; D = -7
CC1=C(C(=O)Nc2ccccn2)C(c2ccc(C)cc2)C2=C(CC(C)(C)CC2=O)N1 (stereo not drawn)
  A = -0.1; B = -0.2; C = -8; D = 3
COc1cc2c(cc1OC)C(COc1ccc(F)cc1)N(C(=O)c1ccccc1OC)CC2 (stereo not drawn)
  A = -0.1; B = 0.9; C = 9; D = -1
Cc1ccc(NC(=O)CN2C(=O)C(C)(C)Oc3ccc(C(=O)N4CCCC4)cc32)cc1
  A = 0.5; B = 0.1; C = -3; D = -9
CN(CCC#N)c1ccc(/C=C(\C#N)c2ccccn2)cc1
  A = 0.0; B = -4.5; C = -1; D = 49*
CC(=O)Nc1ccc(C(=O)OC(C)C(=O)c2ccc(C)cc2)cc1 (stereo not drawn)
  A = -0.3; B = 2.1; C = 3; D = -1
Cc1ccc(-c2csc(/C(C#N)=C/Nc3ccc(C(N)=O)cc3)n2)cc1C
  A = 0.1; B = 2.4; C = 3; D = -2
CSCC[C@H](NC(C)=O)C(=O)NCC1Cc2cc(-c3nc(C)cnc3C)ccc2O1 (stereo partly drawn)
  A = 0.0; B = 0.5; C = 1; D = -8
CN(CC1Cc2ccccc2O1)C(=O)CCC1(Cc2ccccc2)CCC(=O)N1 (stereo not drawn)
  A = 0.0; B = -0.4; C = 1; D = -27
O=C(Nc1ccc2[nH]ncc2c1)C1CN(Cc2ccccc2)CC1c1ccccc1F (stereo not drawn)
  A = 0.1; B = -0.4; C = -11; D = 14
C[C@H]1NC(=O)[C@H]2CN(C(=O)c3ccc(-c4ccccc4)cc3)CCN2C1=O
  A = 0.8; B = -1.4; C = 11; D = 5
CN(C)c1ccc(Nc2nc(-c3ccccc3Cl)nc3ccccc23)cc1
  A = -0.2; B = 0.9; C = 15; D = 8
O=C(CN1Cc2ccccc2C1=O)NCCc1ccccc1
  A = -0.1; B = -0.3; C = -16; D = -3
CCOc1ccc2[nH]c(=O)c(CN(CCCO)C(C)=O)cc2c1
  A = 0.0; B = 1.1; C = 0; D = 5
Cn1nccc1Nc1cc(C(=O)NCc2cccc(C(F)(F)F)c2)ccn1
  A = 0.1; B = 3.0; C = 10; D = 3

A draw from above in order of length of the SMILES, ascending:
Assay codes: A = FBW7 act; B = GPR151 activ; C = MITF primary; D = TEAD-YAP inh
CN(C)c1ccc(Nc2nc(-c3ccccc3Cl)nc3ccccc23)cc1
  A = -0.2; B = 0.9; C = 15; D = 8
Cn1nccc1Nc1cc(C(=O)NCc2cccc(C(F)(F)F)c2)ccn1
  A = 0.1; B = 3.0; C = 10; D = 3
C[C@H]1NC(=O)[C@H]2CN(C(=O)c3ccc(-c4ccccc4)cc3)CCN2C1=O
  A = 0.8; B = -1.4; C = 11; D = 5

(more compounds)
Assay codes: A = FBW7 act; B = GPR151 activ; C = MITF primary; D = TEAD-YAP inh
Nc1nc(C(=O)N2CCOCC2)nn1C(=O)c1ccc(Cl)cc1
  A = 0.1; B = -0.7; C = 19; D = 1
CNS(=O)(=O)c1ccc(NC(=O)c2ccc(CO)cc2)cc1
  A = 0.5; B = -1.1; C = -4; D = 0
CC(C)[C@H](NS(=O)(=O)c1cccc(C(F)(F)F)c1)C(=O)OCC(N)=O
  A = 0.0; B = -0.6; C = 2; D = 1
Cc1cc(C)c2sc(=NC(=O)CN3C(=O)c4ccccc4C3=O)n(C)c2c1
  A = 0.5; B = 2.9; C = 2; D = -3
CCOC(=O)C1CCN(C(=O)Cn2c(C)cc3ccccc3c2=O)CC1
  A = 0.1; B = 0.4; C = 10; D = -5
CCN(CC)CCCN(C(=O)CCl)c1nc(-c2ccc(OC)cc2)cs1
  A = 0.1; B = 1.1; C = -11; D = 3
CC(C)(C)n1nc2c(c1NC(=O)CCc1ccccc1)CS(=O)(=O)C2
  A = 0.2; B = -0.7; C = 23; D = -6
COc1ccc(NC(=O)CN(c2ccc(OC)cc2)S(=O)(=O)c2c(C)noc2C)cc1
  A = 0.1; B = 1.4; C = 7; D = 1
COc1cc(C(=O)N2CCC[C@H]2C(=O)OC(C)(C)C)nc(OC)n1
  A = 0.3; B = -0.8; C = 14; D = 0
COc1ccc(C2=CC(c3cccs3)n3nnnc3N2)cc1 (stereo not drawn)
  A = 0.1; B = 0.1; C = 9; D = -44
Cc1ccc(C23CCC(=O)N2C(C(=O)O)CS3)cc1 (stereo not drawn)
  A = -0.1; B = 0.0; C = -3; D = 4
COc1cccc(CN2CCN(C(=O)c3cccc4ncccc34)[C@@H](C)C2)c1
  A = 0.1; B = 1.6; C = 9; D = -9
COc1ccccc1NC(=O)c1ccc([N+](=O)[O-])cc1C(=O)O
  A = 0.0; B = 2.9; C = 4; D = -5
CCOc1ccc(C(C2=C(O)CC(C)(C)CC2=O)C2C(=O)CC(C)(C)CC2=O)cc1 (stereo not drawn)
  A = 0.1; B = -0.6; C = 1; D = -7
COC(=O)C1CC(=O)N(c2ccc(C)c(C)c2)C1 (stereo not drawn)
  A = 0.0; B = 0.5; C = 6; D = 6
O=S(=O)(c1cc(Br)c(Br)s1)N1CCN(c2ccccc2)CC1
  A = 0.0; B = -1.1; C = 7; D = 0
CCOC(=O)C1=C(c2ccccc2)NC(=O)NC1c1ccc(O)c(Cl)c1 (stereo not drawn)
  A = 0.0; B = 3.8; C = 0; D = 11
COc1ccc(S(=O)(=O)N(C)CC(=O)Nc2ccc(F)cc2)cc1
  A = 0.2; B = 0.9; C = 7; D = 7
CC(C)NC(=O)N1CCN(CC(=O)c2ccco2)CC1
  A = -0.4; B = 2.4; C = 47; D = 3
O=C(Nc1cccc2ccccc12)c1ccc(S(=O)(=O)N2CCc3ccccc3C2)cc1
  A = 0.2; B = 0.1; C = -1; D = -18
CCOC(=O)c1cccc(C(=O)Nc2nc3ccc(OCC)cc3s2)n1
  A = 0.0; B = -0.1; C = 12; D = 6

Compound activity deposited in PubChem BioAssay by The Scripps Research Institute Molecular Screening Center.
